# Screening results deposited in PubChem by several laboratories.
# CSN deneddyl inh – CSN deneddylation inhibition; inhibition, % at 12.5 µM; 360,000 compounds, 0.38% hits; AID 651999; Q92905; Purified CSN, SCF-Nedd8-OG deneddylation, fluorescence polarization;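 active = pattern-corrected inhibition above about 35%, with an unprinted fluorescence ratio check between 0.5 and 1.5, limit read from the data, passing the limit was not always enough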;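 note: 0% = enzyme with substrate and 100% = substrate without enzyme; some results filed as inactive read as strong as hits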
# Target sequence (Q92905 whole entry, looked up, one chain of several): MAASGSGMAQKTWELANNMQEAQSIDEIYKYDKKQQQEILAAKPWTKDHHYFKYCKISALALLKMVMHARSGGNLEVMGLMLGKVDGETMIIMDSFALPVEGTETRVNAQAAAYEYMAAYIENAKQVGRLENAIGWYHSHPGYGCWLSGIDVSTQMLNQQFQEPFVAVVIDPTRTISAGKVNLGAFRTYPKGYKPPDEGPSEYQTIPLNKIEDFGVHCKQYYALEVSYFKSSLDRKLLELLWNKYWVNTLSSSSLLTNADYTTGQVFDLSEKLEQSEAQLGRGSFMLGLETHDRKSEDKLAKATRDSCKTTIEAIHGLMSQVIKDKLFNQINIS
#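 Test system: Human Csn5 produced in HEK293T cells | Compound: 12.5 µM single point | Times: 90 min, room temperature | Signal: Fluorescence polarization readout | Read-out basis: % inhibition of substrate cleavage by Csn5 | Controls: no-enzyme wells high, enzyme-with-substrate wells low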
# Scp-1 inhibitor – blocks human Scp-1 phosphatase activity. Q9GZU7. Recombinant Scp1, phosphopeptide, malachite green phosphate absorbance. inhibition, % at 20 µM. 340,000 compounds, 0.88% hits;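 active = inhibition above about 50% at 20 µM, limit read from the data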;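 note: plate controls were DMSO wells with enzyme for no effect and wells lacking enzyme for full effect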
#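 Material: truncated SCP-1 phosphatase (76-261aa) / Buffer or medium: 50 mM Tris acetate pH 5.5, 0.005% Tween-20, 10 mM MgCl2 / Compound dosing: one concentration, 20 µM, with 1.0% DMSO / Incubation: 45 min room-temperature reaction, 5 min colour, 30 min stabiliser / Detection: colorimetric free-phosphate detection, absorbance 630 nm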
# LMPTP block – blocks human LMPTP phosphatase; P24666; recombinant LMPTP-A, OMFP fluorogenic substrate, fluorescence intensity; inhibition, % at 20 µM; 360,000 compounds, 0.22% hits; AID 651560;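 active = compounds that cut the enzyme signal by at least half of the control window in the single-dose screen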;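 note: plate controls were DMSO wells with enzyme plus substrate for no effect and substrate without enzyme for full effect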
# Target sequence (P24666 whole entry, looked up): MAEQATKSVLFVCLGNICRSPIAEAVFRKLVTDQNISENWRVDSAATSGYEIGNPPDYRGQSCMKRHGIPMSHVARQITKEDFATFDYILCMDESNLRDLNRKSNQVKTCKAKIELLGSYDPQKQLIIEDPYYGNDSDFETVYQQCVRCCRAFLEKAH
#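 Test system: LMPTP-A phosphatase enzyme. Amount: LMPTP-A at 0.625 nM final in the reaction. Reagent: OMFP substrate, 400 µM final. Times: 50 min at room temperature. Signal: endpoint fluorescence intensity from OMFP dephosphorylation. Read-out basis: % inhibition. Benchmarks: no-enzyme and uninhibited controls.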
# SUMO1 PPI mod – modulators of human SUMO1-mediated protein-protein interactions. SUMO1 binding to a labelled peptide, TR-FRET, 1 h. inhibition, % at 20 µM. 360,000 compounds, 0.33% hits. AID 602429; in the data active = inhibition above about 37%
# Target sequence (P63165 whole entry, looked up): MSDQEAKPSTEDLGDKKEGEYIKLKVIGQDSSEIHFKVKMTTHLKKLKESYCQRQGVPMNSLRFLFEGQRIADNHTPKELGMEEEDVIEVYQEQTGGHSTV
# NadD block – inhibitors of Staphylococcus aureus NadD | inhibition, % at 20 µM | AID 602399 | purified NadD enzyme, colorimetric absorbance read-out | 360,000 compounds, 0.78% hits; in the data active = inhibition above about 26%; note: some compounds past the cut are filed as inactive
# Neddylation inh – inhibitors of human cullin neddylation; P61081+Q13564; TR-FRET cullin neddylation, biochemical; calls only at 25 µM; 360,000 compounds, 0.58% hits; AID 651699; in the data active = inhibition above about 36%
# Rpn11 block – blocks the human proteasome subunit Rpn11; AID 588493; O00487; human 26S proteasome, Ub4-pepOG fluorescence polarization; 20S core pre-blocked with epoxomicin; calls only at 20 µM; 360,000 compounds, 0.59% hits;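 active = inhibition at 20 µM, scaled to each plate's controls, above about 33%, limit read from the data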
# Target sequence (O00487 whole entry, looked up): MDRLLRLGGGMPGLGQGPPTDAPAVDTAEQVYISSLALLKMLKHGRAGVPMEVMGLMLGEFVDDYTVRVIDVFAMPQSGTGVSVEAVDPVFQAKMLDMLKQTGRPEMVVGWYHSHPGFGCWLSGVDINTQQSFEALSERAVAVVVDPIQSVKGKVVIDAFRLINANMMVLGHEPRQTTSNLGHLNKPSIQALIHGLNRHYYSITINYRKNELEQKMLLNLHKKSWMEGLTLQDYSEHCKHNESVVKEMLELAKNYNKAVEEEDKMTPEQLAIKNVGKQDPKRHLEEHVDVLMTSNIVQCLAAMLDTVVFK
# DNMT1 block – blocks human DNA methyltransferase DNMT1. P26358. DNMT1 molecular beacon, Hinp1I cleavage, fluorescence. inhibition (reported as % activation of signal), % at 10 µM. 360,000 compounds, 0.83% hits; in the data active = inhibition above about 50%
# STEP inh – inhibitors of human striatal-enriched phosphatase STEP. inhibition, % at 20 µM. 360,000 compounds, 0.25% hits. AID 588621. recombinant STEP, OMFP fluorogenic substrate, fluorescence. P54829;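 active = inhibition at 20 µM, scaled per plate between control wells, above about 37%, limit read from the data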;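 note: 0% = DMSO with enzyme and substrate and 100% = substrate only without enzyme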
#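 Assay system: isolated STEP enzyme. Buffer or medium: pH 6.0 Bis-Tris with DTT and Tween 20. Also added: fluorogenic phosphatase substrate OMFP at 25 µM final. Dosing: 20 µM, 1% DMSO. Timing: 20 min reaction, room temperature, in the dark. Measured by: fluorescence intensity, excitation 480 nm, emission 540 nm. Evaluation: normalized % inhibition.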
# Rin1-Abl PPI inh – blocks binding of human Rin1 to Abl; TR-FRET Rin1/Abl binding, biochemical; 360,000 compounds, 0.4% hits; AID 588664; inhibition, % at 7.35 µM; in the data active = inhibition above about 5%, passing the limit was not always enough
# An asterisk follows results filed as active; i = inactive; nt = not tested or not shown. Outcome played no part in choosing rows; any-hit rate near 3.8%.
SMILES,CSN deneddyl inh,Scp-1 inhibitor,LMPTP block,SUMO1 PPI mod,NadD block,Neddylation inh,Rpn11 block,DNMT1 block,STEP inh,Rin1-Abl PPI inh
CN1CCC(=NNC(=O)CN(c2cccc(Cl)c2)S(C)(=O)=O)CC1,1,-1,-0.8,0,-9,i,i,0,-2,3
C=Cn1cc[n+](CC(=O)c2ccc(Br)cc2)c1,-3,-8,-1.1,1,-3,i,i,-1,0,-3
CN1CCN(c2ccc(CNC(=O)c3ccco3)cc2)CC1,5,1,-1.2,7,-3,i,i,2,-2,2
Cc1ccc(-n2c(Cc3cccs3)nnc2SCC(N)=O)cc1,-5,-3,0.3,-4,-9,i,i,-2,1,2
Cc1ccccc1C(=O)NC1CCN(Cc2nnnn2Cc2ccccc2)CC1,-5,-7,-0.2,6,6,i,i,2,-5,0
O=C(NCC(c1cccnc1)N1CCN(c2ccc(F)cc2)CC1)C1CCCCC1 (configuration not stated),-5,1,-1.6,0,-5,i,i,2,-2,4
Cc1ccc(NC(=O)CN(C)C(=O)c2cc(-c3cccs3)nn2-c2ccccc2)cc1,4,-5,2.7,-1,-7,i,i,-7,-1,-7
COc1cc(C(=O)NCCNC(=O)c2ccc(C)nc2)cc(OC)c1OC,-2,-1,-1.4,2,-1,i,i,5,-2,-1
N#C/C(=C\Nc1ccc(F)c(Cl)c1)S(=O)(=O)c1ccccn1,-4,-4,-0.4,-1,-2,i,i,0,-1,3
Cc1cn(C2CC(O)C(CO)O2)c(=O)n(CCCc2ccccc2)c1=O (configuration not stated),-8,-10,-1.3,-1,-5,i,i,-1,-1,-2
O=C(Cn1c(=O)c2c(ncn2Cc2ccccc2)n(Cc2ccccc2)c1=O)N1CCCC1,0,-5,0.1,0,3,i,i,0,1,3
CCC(CC)C(=O)c1c[nH]c(C(=O)OC)c1,-1,-13,-0.3,2,3,i,i,0,-2,2
Cc1ccc2c(C)c(C(=O)NCC3CCOCC3)oc2c1C,-1,nt,-0.8,3,-4,i,i,5,-3,-1
CCC(C)CN1C(=O)CN(S(C)(=O)=O)CC1(C)C(=O)Nc1ccc2c(c1)OCCO2 (configuration not stated),-3,nt,-0.6,6,nt,i,nt,nt,nt,nt
CCCN1CCN(C(=O)CCCn2c(C)c3cnn(-c4ccccc4)c(=O)c3c2C)CC1,3,-4,-0.8,-2,-1,i,i,0,-2,-1
CCCN(CCC)S(=O)(=O)c1ccc(NC(=O)C2CCCO2)cc1 (configuration not stated),5,1,-0.3,-1,5,i,i,-1,-2,-1
CC(C)n1nc(C(=O)NCc2ccc3c(c2)OCO3)c2ccccc2c1=O,-8,-26,0.7,-1,-8,i,i,5,1,2
O=C(Nc1ccc(Cl)cc1)C1CCCN(c2ncnc3c2nc2n3CCCCC2)C1 (configuration not stated),1,1,1.2,4,6,i,i,-4,-1,2
COC(=O)c1ccc(NC(=O)Nc2ccc3c(c2)nc(C)n3C)cc1,9,-8,1.7,8,-5,i,i,0,3,-4
CC(Sc1nc(-c2ccccc2)cc(=O)[nH]1)C(=O)O (configuration not stated),1,9,-0.5,-1,-3,i,i,2,2,1
CC(C)(C)OC(=O)NCCCCCNC(=O)c1[nH]cnc1C(=O)N[C@@H](Cc1ccccc1)C(=O)OCc1ccccc1,-3,-9,3.7,2,9,i,i,-27,-2,0
CCOC(=O)Cc1csc(NC(=O)/C=C/c2cccc(Br)c2)n1,-1,-10,-1.4,-1,-8,i,i,-7,-1,-2
CC(=O)NCCc1cc2ccc(C)cc2[nH]c1=O,-4,-4,-0.5,5,-2,i,i,1,-6,3
O=C(CN1C(=O)NC2(CCCC2)C1=O)OCCOc1cccc(Br)c1,0,1,-0.9,0,-6,i,i,3,2,-2
O=C(NCCn1cccn1)C1CCC(=O)N(CCc2ccc(Cl)cc2)C1 (configuration not stated),-5,-5,1.1,-2,3,i,i,2,0,1
O=C(Cc1cccs1)Nc1ccc(F)c(F)c1,-2,0,-0.6,2,3,i,i,0,-1,1
CCn1nc(NC(=O)CC(C)C)c2cc3ccc(C)cc3nc21,0,11,-0.3,-33,7,nt,i,4,2,1
Cc1ccccc1NC(=O)c1cc(S(=O)(=O)N2CCCCC2)ccc1N1CCOCC1,-2,nt,-2.6,0,-5,i,i,4,-2,-2
CCc1cc(-c2cnnn2CCc2c[nH]c3ccccc23)ccc1-c1cn(CC(C)C)nn1,3,nt,-0.7,0,3,i,i,2,0,-3
CCC1(CC)NC(=O)N(Cc2nc3ccccc3s2)C1=O,-2,9,-1.1,2,-1,i,i,1,-1,-4
O=C(CS(=O)(=O)c1ccccc1)N(CCCN1CCOCC1)c1nc2c(F)cccc2s1,1,-3,-0.8,1,-5,i,i,1,-4,-1
COc1ccccc1CNCC(=O)Nc1ccc(N(C)C)cc1,-2,-10,-2.0,2,-5,i,i,-2,2,1
[N-]=[N+]=NC(c1ccccc1)C(NC(=O)c1cc(C(F)(F)F)cc(C(F)(F)F)c1)c1ccccc1 (configuration not stated),-2,nt,-28,1,9,i,nt,nt,nt,nt
COC(C/C=C/C(=O)[C@@H](C)OCc1ccccc1)OC,1,-6,-0.2,6,-3,i,i,6,0,3
CCC(=O)NNC(=O)CSc1nnc(-c2ccccc2)c(-c2ccccc2)n1,1,-12,1.4,-14,-5,i,i,-2,-1,-2
CCC(NC(=O)C1CCC1)c1ccccc1 (configuration not stated),0,-3,-1.4,4,5,i,i,0,2,2
CCOc1ccccc1C(=O)NCC(=O)NCCCSc1ccccc1,-1,-2,-0.6,1,-5,i,i,-1,0,-3
COc1cc(OC)c(C(=O)NC2CCCc3ccccc32)cc1OC (configuration not stated),-3,-4,0.2,3,-1,i,i,-1,2,2
O=C(NC1CCCCC1)c1ccc(CS(=O)(=O)Cc2ccccc2F)o1,3,6,-1.6,1,-21,i,i,5,5,-1
COc1ccc(Nc2nccc(-c3ccc(C#N)cc3)n2)cc1,0,-6,0.0,0,-5,i,i,-2,-2,0

# Arranged by the number under LMPTP block (low to high): four of the compounds above.
mol,LMPTP block
O=C(CN1C(=O)NC2(CCCC2)C1=O)OCCOc1cccc(Br)c1,-0.9
O=C(CS(=O)(=O)c1ccccc1)N(CCCN1CCOCC1)c1nc2c(F)cccc2s1,-0.8
CCc1cc(-c2cnnn2CCc2c[nH]c3ccccc23)ccc1-c1cn(CC(C)C)nn1,-0.7
CCC(=O)NNC(=O)CSc1nnc(-c2ccccc2)c(-c2ccccc2)n1,1.4

# New compounds follow:
SMILES,CSN deneddyl inh,Scp-1 inhibitor,LMPTP block,SUMO1 PPI mod,NadD block,Neddylation inh,Rpn11 block,DNMT1 block,STEP inh,Rin1-Abl PPI inh
CC(=O)/C(CN1CCCCC1)=N\O,-1,-4,-0.7,-3,7,i,i,-1,0,-1
Cc1ccc(NS(=O)(=O)c2ccc(CCC(=O)NC3CC3)cc2)cc1,-6,-2,-1.9,0,1,i,i,3,-5,-2
Cc1ccnc(S(=O)(=O)Cc2ccc([N+](=O)[O-])cc2)n1,6,8,0.2,-31,-3,i,i,2,-3,3
NC(c1ccncc1)c1ccc(Cl)cc1 (configuration not stated),-1,nt,-5.2,2,-7,i,i,-1,3,0
CC(C)CN(C(=O)COC(=O)CCSc1ccc(Cl)cc1)c1c(N)n(Cc2ccccc2)c(=O)[nH]c1=O,6,nt,-2.1,0,-5,i,i,22,2,0
Cc1ccc(S(=O)(=O)N2C[C@@H]3CCCC[C@@H]3[C@@H](C)[C@H]2CC(=O)c2ccccc2)cc1,1,-1,1.5,-5,-1,i,i,-1,3,0
Cn1c(-c2cc(Br)ccc2O)n[nH]c1=S,-4,7,-1.7,6,14,i,i,4,2,3
Cn1cc(C(=O)N2CCc3ccccc3C2)c(=O)c2cc(S(=O)(=O)N3CCOCC3)ccc21,-4,-1,-0.1,4,1,i,i,-3,1,4
O=C(NCc1cccc(C(F)(F)F)c1)c1ccc2c(c1)OCO2,-5,-2,0.3,0,-6,i,i,-1,0,4
COc1cc(C(=O)N(Cc2ccc(N(C)C)cc2)C2CCS(=O)(=O)C2)cc(OC)c1OC (configuration not stated),0,-7,-0.5,1,-3,i,i,-1,2,-2
CN(Cc1ccccc1)S(=O)(=O)c1ccc(Cl)c(C(=O)O)c1,3,2,-1.2,-1,-4,i,i,6,2,-4
C/C(=N\NC(=O)CC1N=C(Cc2ccccc2)NNC1=O)c1ccncc1 (configuration not stated),2,-2,-1.4,-4,-4,i,i,1,5,-1
CCOc1ccc(/C(O)=C2/C(=O)C(=O)N(CC3CCCO3)C2c2ccc(C)o2)cc1 (configuration not stated),-1,1,-1.3,-12,9,i,i,1,0,-2
C/C(=N\N=C(N)N)c1cccc([N+](=O)[O-])c1,-4,3,0.3,-16,0,i,i,1,0,-4
CC(=O)N(c1nc(CCl)cs1)c1cccc(C)c1C,0,4,-1.0,-2,5,i,i,3,2,-1
CN(Cc1c(F)cccc1Cl)C(=O)c1cnc2ccccc2n1,-1,-3,0.2,-17,-10,i,i,2,0,1
O=C(c1ccccc1Oc1ccccc1)N1CCN(c2ccccc2F)CC1,6,-12,0.7,-2,-8,i,i,0,2,0
COCCN(C(=O)COC(=O)CCC1CCCCC1)c1c(N)n(Cc2ccccc2)c(=O)[nH]c1=O,-4,nt,-1.6,-6,1,i,i,4,2,-5
CCCCn1c(=O)n(CC(=O)NCc2ccc(C)cc2)c(=O)c2c1nc(CO)n2CCC,-5,-13,-1.9,-3,-3,i,i,-2,-3,3
Cc1occc1C(=O)Nc1ccc(Br)cc1F,1,-2,-1.7,2,4,i,i,-1,-1,1
COc1ccc(CCNC(=O)C2CC2)cc1,6,-4,-0.7,2,0,i,i,-1,2,0
CCCc1nn(-c2cc(Cl)ccc2OC)c2c1C(=O)CC(C)(C)C2,2,-3,0.9,4,-5,i,i,-2,-2,-1

# 2 compounds drawn at random from those above:
SMILES,CSN deneddyl inh,Scp-1 inhibitor,LMPTP block,SUMO1 PPI mod,NadD block,Neddylation inh,Rpn11 block,DNMT1 block,STEP inh,Rin1-Abl PPI inh
Cc1occc1C(=O)Nc1ccc(Br)cc1F,1,-2,-1.7,2,4,i,i,-1,-1,1
COc1cc(C(=O)N(Cc2ccc(N(C)C)cc2)C2CCS(=O)(=O)C2)cc(OC)c1OC (configuration not stated),0,-7,-0.5,1,-3,i,i,-1,2,-2

# By substructure: the compounds so far containing a thiophene ring, fused or not (3)
SMILES,CSN deneddyl inh,Scp-1 inhibitor,LMPTP block,SUMO1 PPI mod,NadD block,Neddylation inh,Rpn11 block,DNMT1 block,STEP inh,Rin1-Abl PPI inh
Cc1ccc(-n2c(Cc3cccs3)nnc2SCC(N)=O)cc1,-5,-3,0.3,-4,-9,i,i,-2,1,2
Cc1ccc(NC(=O)CN(C)C(=O)c2cc(-c3cccs3)nn2-c2ccccc2)cc1,4,-5,2.7,-1,-7,i,i,-7,-1,-7
O=C(Cc1cccs1)Nc1ccc(F)c(F)c1,-2,0,-0.6,2,3,i,i,0,-1,1
